Assay outcomes from PubChem BioAssay.
KRASV12 cytotoxicity = cytotoxicity in KRAS-transformed pancreatic duct cells, primary screen, cell-based, fluorescence, HTS (AID 431) | 63,000 compounds, 1.7% hits | cytotoxicity, % at 10 µM, or EC50 in µM where a hit was titrated | HPDE-C7K KRASV12 cells, Alamar Blue viability, 48 h; higher % means a stronger effect;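 active = compounds whose percent cytotoxicity in the single-dose primary screen, scaled between solvent and toxic-drug controls, exceeds 50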;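 note: 0% = DMSO solvent wells and 100% = doxorubicin-treated wells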
HT1080 cytotoxicity = cytotoxicity in HT1080 fibrosarcoma cells, cell-based, fluorescence readout (AID 620) | HT1080 viability, fluorescence; higher % means a stronger effect | cytotoxicity, % at 10 µM, or EC50 in µM where a hit was titrated | 87,000 compounds, 0.42% hits;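 note: cells exposed to compound overnight then 4 h with Alamar Blue; 0% = vehicle DMSO and 100% = killing control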
LYP inhibition = LYP phosphatase inhibitors, primary screen, biochemical, DiFMUP fluorescence, recombinant catalytic domain, 10 µM (AID 606). 52,000 tested, under 10 active. recombinant LYP catalytic domain, DiFMUP fluorescence; higher % means a stronger effect. inhibition, % at 10 µM; hits with a dose series show IC50 in µM;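 active = IC50 under 40 µM in the dose-response test; inactive = IC50 of 40 µM or more, or never dose-tested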
Spn MK inh = inhibitors of Streptococcus pneumoniae mevalonate kinase | purified MK, PK/LDH-coupled NADH absorbance 340 nm | inhibition, % at 10 µM | 65,000 compounds, 0.48% hits;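 active = ranked among the strongest by inhibition in the single 10 µM screen, a fixed top-ranked set picked for dose follow-up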; note: no value below 0 was filed
Spn PMK inh = inhibitors of Streptococcus pneumoniae phosphomevalonate kinase; AID 539; inhibition, % at 10 µM; 65,000 compounds, 0.49% hits; purified PMK, PK/LDH-coupled NADH absorbance 340 nm;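 active = top-ranked compounds by inhibition in the single 10 µM screen, taking a fixed number of the strongest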;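 note: 0% = full reaction with DMSO carrier and 100% = background rate without enzyme reaction; no value below 0 was filed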
DPM-DC inhibit = S. pneumoniae DPM-DC inhibition | purified DPM-DC, PK/LDH coupled NADH fluorescence | calls only at 10 µM | AID 556 | 65,000 compounds, 0.49% hits;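 active = the 320 compounds with the highest percent inhibition in the single-dose primary screen, excluding strongly autofluorescent ones, cut at about 32% in these data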;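 note: kinetic rate of NADH fluorescence loss reporting ADP formed by the decarboxylase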
Bfl-1 displacement = displacement of Bid BH3 peptide from Bfl-1 – biochemical, fluorescence polarization, FITC-Bid, mouse, primary screen (AID 432); FITC-Bid BH3 peptide fluorescence polarization displacement; higher % means a stronger effect; displacement, % at 20 µM, or IC50 in µM where a hit was titrated; 64,000 compounds, 0.02% hits; in the data active = a potency from the dose series; inactive = the rest, 99 in 100 with displacement below about 15%; note: strong numbers were not always called active
TNAP inhibition = inhibition of tissue-nonspecific alkaline phosphatase – biochemical, luminescent (AID 518); purified TNAP enzyme, luminescent substrate readout; higher % means a stronger effect; inhibition, % at 20 µM; hits with a dose series show IC50 in µM; 64,000 compounds, 0.09% hits; in the data active = a potency from the dose series; inactive = the rest, 99 in 100 with inhibition below about 22%;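 note: plate controls were vehicle for no effect and reference inhibitor for full effect; many of its hits are not listed in these tables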
HPDE-C7 viability = HPDE-C7 pancreatic duct cell viability loss – fluorescence, HTS (AID 430). HPDE-C7 pancreatic duct cells viability, fluorescence; higher % means a stronger effect. cytotoxicity, % at 10 µM; hits with a dose series show EC50 in µM. 63,000 compounds, 1.8% hits;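 note: cells exposed to compound for 48 hours before viability readout; 0% = vehicle and 100% = reference cytotoxic drug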
Spn PMK inh pilot replicates = second read-out of Spn PMK inh, no call of its own (marks repeat the call); inhibition, %; measured here: pilot screen replicates
Spn MK inh pilot replicates = also measured in Spn MK inh; calls as there; inhibition, %; measured here: pilot screen replicates
DPM-DC inhibit pilot screen % = recorded beside DPM-DC inhibit, whose call it bears; inhibition, %; measured here: pilot screen trials
* = called active by the depositor; i = inactive; . = not tested or not shown; + = active, no number. Cut-off read from the data, not from the text of the source, unless noted: active = cytotoxicity above about 50%; inactive = the rest.

SMILES | KRASV12 cytotoxicity | HT1080 cytotoxicity | LYP inhibition | Spn MK inh | Spn PMK inh | DPM-DC inhibit | Bfl-1 displacement | TNAP inhibition | HPDE-C7 viability | others
CCOc1cc(C(=O)NC(C)c2ccncc2)cc(OCC)c1OCC (stereo not drawn) | -1.4% | 0.2% | 11.8% | 4.0 | 5.0 | i | 2.6% | 0.6% | 1.1%
COc1ccc(S(=O)(=O)NCCSCc2ccco2)cc1Cl | -17.2% | 6.5% | 11.1% | 5.0 | 0.0 | i | 3.7% | 5.2% | -22.7% | Spn PMK inh pilot replicates=0.0;Spn MK inh pilot replicates=0.0;DPM-DC inhibit pilot screen %=1.5
CCOc1ccc(N2CC(=O)N/C2=N\c2nc(C)cc(C)n2)cc1 | 16.3% | -6.6% | -0.9% | 4.0 | 5.0 | i | 1.2% | 4.2% | -0.6%
COc1ccc2nc(N3CCC(C)CC3)c(C#N)cc2c1 | -0.6% | -2.4% | 10.5% | 10.0 | 2.0 | i | 7.5% | 9.0% | -2.5% | Spn PMK inh pilot replicates=0.5;Spn MK inh pilot replicates=0.0;DPM-DC inhibit pilot screen %=5.0
Oc1ccc(-c2[nH]ncc2-c2cccc3cccnc23)c(O)c1 | 18.2% | 0.3% | 5.7% | 0.0 | 13.0 | i | 4.0% | 6.4% | 6.8%
Cc1cc(C)n(S(=O)(=O)c2ccc(Cl)c(Cl)c2Cl)n1 | 6.8% | -0.6% | 1.7% | 9.0 | 10.0 | i | 0.1% | 6.2% | 3.8%
CC1CCCCN1C(=O)Cn1c(=O)oc2ccccc21 (stereo not drawn) | -2.0% | 1.8% | -2.8% | 0.0 | 0.0 | i | -4.8% | 8.5% | -0.7%
CCCCC(=O)Nc1ccc(C(N)=O)cc1 | -9.6% | -9.9% | 11.1% | 6.0 | 0.0 | + | 6.6% | 12.2% | 4.7%
COCCn1c(C)cc(C(=O)COC(=O)c2cc3c(s2)CCC3)c1C | -6.5% | -2.8% | 1.0% | 5.0 | 8.0 | i | -3.9% | 12.2% | -7.1%
COCCCNC(=O)c1ccccc1NS(=O)(=O)c1ccc(C)cc1 | 5.5% | -0.3% | 11.0% | 5.0 | 3.0 | i | -5.1% | 16.0% | 5.8% | Spn PMK inh pilot replicates=2.5;Spn MK inh pilot replicates=0.5;DPM-DC inhibit pilot screen %=3.0
Cc1cc2cc(CN(Cc3cccs3)Cc3nnnn3CC3CCCO3)c(=O)[nH]c2cc1C (stereo not drawn) | 17.5% | -13.3% | 5.5% | 3.0 | 12.0 | i | 0.9% | 12.4% | 11.4%
c1cc2nncn2nc1N1CCCC1 | -0.6% | -19.1% | . | 17.0 | 10.0 | i | 1.2% | 6.5% | -9.6%
Cc1ccc(SCc2nc(-c3ccccc3)no2)cc1 | -10.8% | -3.0% | . | 9.0 | 0.0 | i | -9.0% | 15.7% | -9.5%
COCCNC(=O)c1ccc2ccccc2n1 | 1.2% | -3.4% | 4.3% | 0.0 | 9.0 | i | 0.1% | -0.8% | 3.2%
CCCOc1ccc([C@@H]2C3CN(C(=O)OCC)CC=C3C(C#N)=C(N)C2(C#N)C#N)cc1OC (stereo partly drawn) | -8.8% | -3.0% | 5.5% | 11.0 | 10.0 | i | 3.1% | 5.3% | -20.8% | Spn PMK inh pilot replicates=11.0;Spn MK inh pilot replicates=0.5;DPM-DC inhibit pilot screen %=3.5
CCOC1OC2C(CO)OC(n3cnc4c(N)ncnc43)C2O1 (stereo not drawn) | -1.6% | . | 6.1% | 4.0 | 1.0 | i | 0.9% | 4.7% | 1.1%
CC(C)COc1cccc(C(=O)Nc2ccc(S(=O)(=O)N3CCOCC3)cc2)c1 | 36.8% | 1.9% | 5.0% | 2.0 | 10.0 | i | -1.7% | 13.1% | 16.1%
COc1ccc(OC)c(C2C(C(=O)c3cccs3)=C(O)C(=O)N2CCN(C)C)c1 (stereo not drawn) | -19.0% | 2.0% | -10.6% | 11.0 | 11.0 | i | -5.9% | 6.6% | -11.7%
COC(=O)c1ccc(Oc2nc3c(c(=O)n(C)c(=O)n3C)n2CCC(C)C)cc1 | -2.3% | 9.5% | 4.8% | 11.0 | 10.0 | i | 3.1% | -6.0% | 2.8%
COCCOc1ccc(C(F)(F)F)cc1Nc1nc2ccccc2o1 | -15.1% | 7.2% | 13.4% | 0.0 | 5.0 | i | 3.3% | 5.8% | -4.8%

The closing 3 entries of the section above come first, to join the parts:
SMILES | KRASV12 cytotoxicity | HT1080 cytotoxicity | LYP inhibition | Spn MK inh | Spn PMK inh | DPM-DC inhibit | Bfl-1 displacement | TNAP inhibition | HPDE-C7 viability | others
COc1ccc(OC)c(C2C(C(=O)c3cccs3)=C(O)C(=O)N2CCN(C)C)c1 (stereo not drawn) | -19.0% | 2.0% | -10.6% | 11.0 | 11.0 | i | -5.9% | 6.6% | -11.7%
COC(=O)c1ccc(Oc2nc3c(c(=O)n(C)c(=O)n3C)n2CCC(C)C)cc1 | -2.3% | 9.5% | 4.8% | 11.0 | 10.0 | i | 3.1% | -6.0% | 2.8%
COCCOc1ccc(C(F)(F)F)cc1Nc1nc2ccccc2o1 | -15.1% | 7.2% | 13.4% | 0.0 | 5.0 | i | 3.3% | 5.8% | -4.8%
CCOc1cc(C(=O)N2CCN(c3ccc(C(C)=O)cc3)CC2)cc(OCC)c1OCC | -1.3% | -1.3% | 5.6% | 6.0 | 0.0 | i | -1.7% | 13.7% | -4.5%
Cc1ccc2c(c1)N(CC(=O)N1CCCCC1c1cccnc1)C(=O)CO2 (stereo not drawn) | -10.2% | -4.2% | . | 0.0 | 17.0 | i | 6.4% | 18.3% | -4.8% | Spn PMK inh pilot replicates=0.0;Spn MK inh pilot replicates=0.0;DPM-DC inhibit pilot screen %=0.0
CSc1ccccc1NS(=O)(=O)c1ccc2c(c1)OCCO2 | . | -7.0% | . | 9.0 | 8.0 | i | 2.2% | 7.8% | .
CN=C1SC(CC(=O)Nc2cc(Cl)ccc2Cl)C(=O)N1C (stereo not drawn) | 1.1% | . | 7.7% | 8.0 | 8.0 | i | 3.1% | 3.6% | 3.0%
COc1ccc(CC(NC(C)=O)C(=O)NC2CCN(S(=O)(=O)c3ccccc3)CC2)cc1OC (stereo not drawn) | -4.4% | 3.1% | -6.6% | 3.0 | 11.0 | i | -7.1% | 7.6% | -4.3%
CCOc1ccc(C2C(C(=O)c3ccc(C)o3)=C(O)C(=O)N2CCCN(CC)CC)cc1 (stereo not drawn) | 6.2% | 3.6% | 8.7% | 7.0 | 7.0 | i | -0.4% | 8.8% | 12.1%
COc1ccc(NC(=O)c2ccco2)cc1NC(=O)c1c(F)c(F)c(OC)c(F)c1F | -18.4% | 6.9% | 1.6% | 6.0 | 0.0 | i | -3.0% | 8.1% | -30.9%
CCOc1ccccc1NC1=NCC(=O)N1Cc1ccc(F)cc1 | 9.2% | -1.6% | 8.0% | 10.0 | 11.0 | i | 0.7% | 8.5% | 4.4%
COc1cc2c(=O)n(Cc3ccccc3)c(=O)n(CC(=O)NCC3CCCO3)c2cc1OC (stereo not drawn) | -7.8% | -1.7% | . | 2.0 | 3.0 | i | -1.0% | 10.6% | -8.7%
COCCn1c(SCC(=O)N2CCCCC2)nc2ccccc2c1=O | 4.9% | 10.0% | -3.5% | 0.0 | 12.0 | i | -4.2% | 2.9% | 4.5%
CC1CCN(S(=O)(=O)c2cc(Cl)ccc2Br)CC1 | -5.3% | -11.1% | 6.9% | 15.0 | 2.0 | i | -1.0% | 12.9% | 5.7%
CCOC(=O)C1=C(C)Nc2ncnn2C1c1ccc2c(c1)OCO2 (stereo not drawn) | 8.9% | 19.1% | 23.5% | 0.0 | 13.0 | i | -6.5% | 9.7% | 1.9%
CCn1c(Cn2nnc(-c3ccccc3)n2)nnc1SCc1ccc(Cl)c(Cl)c1 | 19.6% | -0.3% | 8.5% | 13.0 | 10.0 | i | 1.8% | 8.3% | 10.7%
Oc1cc2ccccc2cc1-c1n[nH]c(=S)o1 | 8.1% | 2.6% | 14.2% | 1.0 | 12.0 | i | 3.3% | 6.8% | 11.7%
CCN(Cc1ccccc1)S(=O)(=O)c1nc2nc(C)c(C)c(C)n2n1 | -2.3% | 4.3% | . | 13.0 | 12.0 | i | -4.6% | -16.9% | -16.2%
CCOC(=O)N1CCN(C(=O)c2cc3c(=O)n(C)c4ccccc4c3n2C)CC1 | 14.4% | 6.3% | . | 6.0 | 6.0 | i | -0.9% | 7.4% | 9.0%
Cc1c(C(=O)Nc2ccc3c(c2)OCO3)sc2nc(-c3ccccc3)cn12 | . | 7.6% | 2.3% | 5.0 | 5.0 | i | . | . | .
CCCCCn1ccc(=N)cc1 | 2.0% | -0.3% | 12.6% | 0.0 | 2.0 | i | 2.6% | 9.0% | 12.2%
CCOCC(=O)Nc1ccc(S(=O)(=O)Nc2ncccn2)cc1 | -1.6% | -0.7% | 20.2% | 1.0 | 7.0 | i | 4.2% | 9.7% | -6.5%
O=C(CC1CCCCC1)NCCCN1CCOCC1 | -13.2% | 16.1% | 1.0% | 3.0 | 8.0 | i | -0.5% | 3.4% | -12.1%
COc1ccc2c(c1OC)C(=O)N1c3cccc(Cl)c3C(=O)OC21 (stereo not drawn) | -7.9% | 14.4% | 6.0% | 10.0 | 4.0 | i | -11.2% | 13.8% | -7.6%
COc1ccc(C2C(C(N)=O)=C(C)Nc3nc(-c4ccccc4)nn32)cc1OC (stereo not drawn) | 8.5% | 3.2% | 14.1% | 0.0 | 0.0 | i | -1.4% | 6.8% | -2.5%
COc1cccc2cc(C(=O)N3CCc4ccccc43)c(=O)oc12 | 34.5% | 23.8% | -13.3% | 2.0 | 4.0 | i | 4.8% | 5.9% | 11.5% | Spn PMK inh pilot replicates=0.0;Spn MK inh pilot replicates=0.0;DPM-DC inhibit pilot screen %=1.5
COc1ccc(NC2C=CS(=O)(=O)C2)c(OC)c1 (stereo not drawn) | 4.8% | 0.7% | 4.3% | 6.0 | 10.0 | i | -5.5% | 8.8% | 7.3%
CCN(CC)C(=O)c1c[nH]c2ccc(S(=O)(=O)Nc3cc(C)cc(C)c3)cc2c1=O | -3.7% | -3.9% | 4.5% | 0.0 | 12.0 | i | -2.3% | 5.8% | -9.9%
COc1ccc(OCCSc2nnc(-c3ccccc3)n2N)cc1 | 6.0% | 0.1% | . | 4.0 | 7.0 | i | 1.4% | -0.3% | 6.2%
O=S(=O)(NCc1cccs1)c1cccc2cccnc12 | 6.5% | 11.6% | 5.6% | 3.0 | 18.0 | i | -12.4% | 13.3% | -9.6%
COc1ccc2c3c(cccc13)OCC2=O | 18.6% | -7.7% | 6.9% | 9.0 | 11.0 | i | 12.2% | 8.8% | 8.3%
COc1cccc(NC(=O)c2cn(C)c(=O)c3cc(OC)c(OC)cc23)c1 | -20.1% | 27.3% | 14.4% | 0.0 | 11.0 | i | -0.3% | -8.6% | -28.6%
N/C(=N\S(=O)(=O)c1cccs1)c1ccccc1 | 0.4% | 7.7% | -2.9% | 6.0 | 8.0 | i | -9.6% | 6.7% | 4.9%
